GSTO1 inh: counter-screen for RBBP9 inhibitors: inhibitors of human GSTO1 | P78417 | recombinant GSTO1, activity-based probe fluorescence polarization | inhibition, % at 5.96 µM | actives 1.1% (n = 300,000) | AID 1974;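 active = inhibition above the campaign mean inhibition plus 3 SD, cut at about 35% in these data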;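 note: 0% = GSTO1-1 with DMSO and 100% = wells lacking GSTO1-1 enzyme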
Target sequence (P78417 whole entry, looked up): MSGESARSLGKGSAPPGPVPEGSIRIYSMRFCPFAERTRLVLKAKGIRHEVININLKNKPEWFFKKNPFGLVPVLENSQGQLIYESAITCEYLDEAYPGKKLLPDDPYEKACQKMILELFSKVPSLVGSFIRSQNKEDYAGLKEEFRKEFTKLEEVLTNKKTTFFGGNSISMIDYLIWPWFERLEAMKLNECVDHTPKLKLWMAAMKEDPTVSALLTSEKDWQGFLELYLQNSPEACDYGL
BCLXL inh: Bcl-xL (human) inhibition | Q07817 | GST-Bcl-xL / FITC-Bim BH3 peptide fluorescence polarization | inhibition, % at 10.9 µM | actives 0.7% (n = 320,000) | AID 2129;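 active = inhibition above the mean of all tested compounds plus 3 SD, cutoff set per campaign, cut at about 30% in these data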;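 note: 0% = DMSO wells and 100% = unlabeled Bim-BH3 peptide competitor; inhibitors lower millipolarization by displacing the labeled peptide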
Target sequence (Q07817 whole entry, looked up): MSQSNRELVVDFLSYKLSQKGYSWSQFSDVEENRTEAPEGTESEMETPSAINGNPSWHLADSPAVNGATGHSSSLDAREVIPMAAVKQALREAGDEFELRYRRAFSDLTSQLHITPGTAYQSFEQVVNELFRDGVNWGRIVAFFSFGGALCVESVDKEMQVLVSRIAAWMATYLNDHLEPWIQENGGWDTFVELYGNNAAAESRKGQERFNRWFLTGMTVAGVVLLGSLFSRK
MEX-5 binding: C. elegans MEX-5 TCR-2 RNA binding activity | Q9XUB2 | MEX-5/FITC-TCR2 RNA binding, fluorescence polarization; active compounds read low | activity score (negative = inhibition of binding), % at 10 µM | actives 0.38% (n = 300,000);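 active = inhibition past about -25% in most replicates, and total fluorescence under double the plate's negative control median, limit read from the data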;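 note: 0% = DMSO and -100% = 5 µM competing unlabeled TCR2 RNA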
Target sequence (Q9XUB2 whole entry, looked up): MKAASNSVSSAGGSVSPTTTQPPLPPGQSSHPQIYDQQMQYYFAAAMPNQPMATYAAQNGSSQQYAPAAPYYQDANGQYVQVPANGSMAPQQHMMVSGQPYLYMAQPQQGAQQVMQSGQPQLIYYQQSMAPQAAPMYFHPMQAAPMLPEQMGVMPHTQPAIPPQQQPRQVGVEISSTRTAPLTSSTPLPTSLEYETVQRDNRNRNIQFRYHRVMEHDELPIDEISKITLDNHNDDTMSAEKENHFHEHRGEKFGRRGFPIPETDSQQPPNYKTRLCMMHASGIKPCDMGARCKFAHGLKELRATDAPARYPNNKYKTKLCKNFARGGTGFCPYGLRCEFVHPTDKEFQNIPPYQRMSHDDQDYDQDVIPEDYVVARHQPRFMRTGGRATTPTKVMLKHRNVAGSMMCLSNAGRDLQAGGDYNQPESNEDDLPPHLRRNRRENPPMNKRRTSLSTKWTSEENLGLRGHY
PME-1 primary: blocks human protein phosphatase methylesterase 1; recombinant PME-1, FP-Rh probe fluorescence polarization; Q9Y570; AID 2130; actives 0.53% (n = 320,000); inhibition, % at 5.9 µM;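 active = inhibition above the campaign mean of all compounds plus 3 SD, cut at about 26% in these data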;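 note: competitive labeling of PME-1 active site by serine hydrolase directed probe; 0% = PME-1 with DMSO and 100% = wells lacking PME-1 enzyme; inhibitors block probe labeling so polarization falls and inhibition rises; many of its hits are not listed in these tables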
PAD4 inh: inhibitors of human PAD4; Q9UM07; recombinant PAD4, RCA probe fluorescence polarization; actives 0.41% (n = 330,000); inhibition, % at 6.36 µM;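 active = percent inhibition above a cutoff equal to the mean of all tested compounds plus 3 SD, cut at about 15% in these data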;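 note: 0% = PAD4 with RCA probe and DMSO and 100% = probe without PAD4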
GLD-1 RNA inh: GLD-1-TGE RNA interaction inhibition (C. elegans); purified GLD-1 + fluorescein TGE RNA, fluorescence polarization; inhibition, % at 5.96 µM; actives 0.44% (n = 320,000);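 active = percent inhibition above a per-plate cutoff, the plate mean of test compounds plus 3 SD, cut at about 30% in these data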;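 note: 0% = DMSO wells with GLD-1 and probe and 100% = wells lacking GLD-1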
MCL1-BIM inh: disrupts human MCL1 binding to BIM-BH3 peptide. inhibition, % at 10.9 µM. AID 2057. Q07820. GST-MCL1 / FITC-Bim-BH3 fluorescence polarization. actives 0.68% (n = 320,000);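 active = inhibition above the mean inhibition of all tested compounds plus 3 SD, set per campaign, cut at about 40% in these data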;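 note: 0% = DMSO wells and 100% = unlabeled Bim-BH3 peptide control; higher means more loss of mP so more displacement of Bim peptide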
Fam108B inh: counter-screen for RBBP9 inhibitors: inhibitors of mouse Fam108B; recombinant Fam108B, FP-Rh probe fluorescence polarization; inhibition, % at 9.51 µM; actives 0.33% (n = 300,000); AID 1947;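 active = inhibition above the screen mean inhibition plus 3 SD, computed separately per campaign, cut at about 18% in these data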;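 note: inhibitors lower polarization as less probe binds the enzyme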
TPT1 inh: blocks Candida albicans tRNA 2'-phosphotransferase | recombinant caTPT1, FP RNA substrate dephosphorylation | inhibition, % at 5 µM | actives 0.81% (n = 300,000);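 active = inhibition above the mean of all tested compounds plus 3 SD, set per screening campaign, cut at about 24% in these data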;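 note: plate controls were DMSO alone for no effect and ferristatin control at 100 nM for full effect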
* hit, by the source's call; nt = no result given. Only part of the results is shown, so the mix of outcomes need not match the whole.

Compound | Fam108B inh | MCL1-BIM inh | MEX-5 binding | BCLXL inh | TPT1 inh | PME-1 primary | GLD-1 RNA inh | GSTO1 inh | PAD4 inh
COCCN1CC(CNC(=O)c2cc(COc3ccc(C)c(C)c3)on2)CC1=O (stereo not drawn) | -4.1 | 4.8 | -2.6 | 5.5 | -1.6 | -6.4 | -3.4 | -6.0 | -2.9
COc1cc(-c2nc3sc(C)c(C)c3c(=O)o2)cc(OC)c1OC | -4.2 | 1.0 | 2.7 | -1.9 | -3.4 | -1.8 | 2.7 | 1.7 | -2.8
Cc1ccc(S(=O)(=O)N2CCN(C(=O)c3cc(-c4cccs4)nn3-c3ccccc3)CC2)cc1 | 1.2 | 3.2 | 0.4 | 4.9 | -2.7 | -0.7 | 5.3 | 11.4 | -2.4
O=C(CCNc1ccc(F)cc1)c1cccc([N+](=O)[O-])c1 | -1.4 | 7.6 | -0.8 | 3.2 | -0.1 | 2.6 | 3.4 | 14.7 | -0.3
O=C(COC(=O)c1cccnc1Cl)Nc1ccc2c(c1)OCCO2 | 0.2 | -0.9 | -0.5 | 2.0 | -1.0 | -0.1 | -0.8 | 13.4 | -4.2
COc1ccc(NC(=O)c2ccc3c(c2)C(=O)N(CC2CCCO2)C3=O)cc1 (stereo not drawn) | -1.9 | 1.9 | -2.0 | 4.0 | 2.0 | -4.6 | 8.4 | 0.5 | 1.6
Cc1ccc(S(=O)(=O)Nc2nc(C)c(NC(=O)Nc3ccc(Cl)cc3Cl)s2)cc1 | 15.9 | 7.2 | -1.9 | 8.8 | 0.1 | 21.2 | 3.7 | -7.0 | 0.7
COc1ccc(-c2c(C#Cc3ccsc3)c3ccccc3n2C)cc1 | 2.5 | 21.3 | -1.5 | 25.6 | -4.7 | 2.8 | 8.5 | 6.2 | -6.8
CN(C)C(=O)CCN1CCOCC1 | -0.6 | 3.9 | 1.6 | 7.6 | -9.2 | 2.1 | 1.5 | -8.4 | -7.1
O=C(CSc1ncnc2c1nnn2-c1ccc(F)cc1)NCC1CCCO1 (stereo not drawn) | -2.9 | 3.0 | -0.1 | 4.0 | -2.4 | 1.6 | 0.4 | -2.3 | 6.1

Single values from the entries so far.
PAD4 inh result of O=C(COC(=O)c1cccnc1Cl)Nc1ccc2c(c1)OCCO2 → -4.2
PAD4 inh result of Cc1ccc(S(=O)(=O)N2CCN(C(=O)c3cc(-c4cccs4)nn3-c3ccccc3)CC2)cc1 → -2.4
PAD4 inh result of COc1ccc(-c2c(C#Cc3ccsc3)c3ccccc3n2C)cc1 → -6.8

(more compounds)
Compound | Fam108B inh | MCL1-BIM inh | MEX-5 binding | BCLXL inh | TPT1 inh | PME-1 primary | GLD-1 RNA inh | GSTO1 inh | PAD4 inh
COc1ccccc1NC(=O)CSc1ccc2nnc(-c3ccccn3)n2n1 | 1.3 | 1.6 | 0.0 | 4.2 | -1.4 | 3.9 | 5.7 | 1.8 | -1.5
CCCS(=O)(=O)C(=C(Nc1ccccc1)Nc1ccccc1)S(=O)(=O)CCC | 5.6 | 9.9 | 0.9 | 6.1 | -1.2 | 4.7 | 5.0 | 3.8 | 2.7
COc1ccc(OC)c(NC(=O)CSc2nnc(CNC(=O)c3ccco3)o2)c1 | 1.4 | 4.9 | 0.4 | 6.6 | -4.4 | -5.4 | -5.8 | -1.7 | -2.4
CN(C)S(=O)(=O)c1cccc(C(=O)c2nccn2C)c1 | -2.5 | 6.8 | -1.5 | 4.6 | 0.1 | -0.8 | 3.8 | 8.0 | 1.4
COc1ccc(C2=NCCn3nc4cc([N+](=O)[O-])ccc4c32)cc1 | -1.1 | 18.9 | -4.2 | 13.1 | 9.1 | -0.4 | 6.7 | 1.1 | -6.8
CC1CC(C)CN(C(=O)COC(=O)CCCN2C(=O)c3cccc4cccc(c34)C2=O)C1 (stereo not drawn) | -7.0 | -4.6 | 2.1 | -2.8 | 3.1 | 4.7 | 3.4 | 2.0 | 0.8
CCOc1ccc(C(=O)NC(=S)Nc2ccccc2N2CCOCC2)cc1Br | -9.2 | 0.5 | 1.7 | 1.0 | 0.0 | -6.3 | 13.6 | -3.5 | 1.1
COc1cc2c(cc1OC)CN(CC(=O)Nc1ccc(C)c(C)c1)CC2 | -1.2 | -4.6 | -2.4 | 2.0 | -3.6 | 0.8 | -11.4 | 9.2 | -2.0
N=c1n(CC(=O)c2cccc([N+](=O)[O-])c2)c2ccccc2n1Cc1ccccc1 | -5.2 | 0.4 | -0.4 | 4.5 | 2.1 | 5.0 | 2.8 | -0.7 | 2.6
COc1ccc(C(=O)OCC(=O)NC2CCCC2)c(OC)c1 | -1.0 | 3.6 | -2.4 | 3.4 | 1.7 | -2.2 | 9.8 | 1.8 | 1.9
Cc1cccc(N2CCN(C(=O)Cc3ccc(-n4c(=O)[nH]c5ccsc5c4=O)cc3)CC2C)c1 (stereo not drawn) | 1.8 | -3.3 | -1.5 | 7.1 | -0.2 | 1.1 | 2.6 | 0.9 | -1.7
COc1ccccc1N1CCN(/N=C/c2cc(Br)ccc2F)CC1 | -2.4 | -4.4 | 0.5 | 0.7 | -0.5 | -0.7 | -2.8 | 0.8 | 0.3
CCC(C)(C)NC(=O)Cc1ccc(Cl)cc1 | -1.1 | -8.7 | -0.7 | -2.3 | -2.7 | -3.1 | 3.2 | 3.9 | -3.3
C=CCn1c(SCC(=O)NCc2ccccc2)nnc1-c1cc(Br)ccc1O | 0.1 | -1.8 | 0.8 | -3.8 | -3.0 | -1.7 | -4.5 | 5.5 | 2.0
Cc1cc(C)c(C)c(S(=O)(=O)N2CCC(C(=O)Nc3ccccc3N3CCOCC3)CC2)c1C | -0.5 | -22.6 | 2.8 | -5.3 | -1.9 | -7.2 | 0.6 | -1.6 | 2.8
O=C(Nc1ncc(Cc2cccc(Cl)c2)s1)C1=NCCN1 | 3.2 | 10.1 | -3.8 | 3.4 | -2.0 | 0.2 | 1.7 | 16.8 | -1.5
CCNS(=O)(=O)c1ccc(CCC(=O)Nc2cc(Cl)ccc2Oc2ccccc2)cc1 | -7.0 | 0.0 | -0.5 | 6.3 | 1.2 | -13.0 | 3.9 | -8.5 | -2.3
O=C(Nc1ccc(Cl)cc1)Nc1cnccn1 | -0.8 | 2.7 | 0.7 | 0.8 | -2.1 | -8.6 | -9.3 | 5.0 | 3.3
CCOC(=O)Cn1c(S(=O)(=O)Cc2ccccc2Cl)nc(-c2ccccc2)c1-c1ccccc1 | -2.5 | -8.7 | -0.8 | -3.0 | -3.0 | 0.4 | 9.3 | -4.9 | 3.2
O=C(NCC1CCCN(C(=O)c2cscn2)C1)c1ccccc1Cl (stereo not drawn) | 1.1 | 3.8 | 1.1 | 5.1 | 0.1 | -3.0 | -2.5 | 10.0 | -0.7
O=C(CN1C(=O)C(=O)N(C2CCCC2)C1=O)Nc1ccc(OC(F)F)cc1 | nt | -6.1 | nt | 1.3 | nt | 0.0 | 2.4 | nt | -4.3
CC(C)(C)C(=O)[C@@H]1[C@@H]2C(=O)N(C3CCCCC3)C(=O)[C@@H]2[C@H]2c3ccccc3C=CN12 | -6.5 | 6.9 | nt | 12.8 | 0.1 | -3.3 | 15.7 | 31.5 | -9.9
O=C(CSc1nnc(NC(=O)c2ccco2)s1)NC1CCCCC1 | 3.0 | 6.3 | 0.6 | -4.8 | -0.2 | -1.9 | 5.8 | 1.9 | -3.5
COc1ccc(CNC(=O)CN(C(=O)c2cc3sccc3n2C)C2CCCC2)cc1 | 1.1 | 1.5 | -2.5 | -0.2 | 0.1 | 2.5 | 4.4 | -3.7 | -2.6
Cc1nnc(SCC(=O)Nc2nnc(-c3ccccc3)o2)s1 | 1.2 | 0.1 | -1.4 | -0.8 | 0.5 | 2.0 | 2.6 | 2.8 | -0.1
CCOc1ccc(-c2nc(C#N)c(N3CCN(CC)CC3)o2)cc1 | 1.3 | 1.2 | -0.3 | -1.2 | -1.4 | -0.6 | -0.4 | -4.0 | -8.0
CCCC1CCC(=NNC(=O)CNc2ccc(OC)cc2)CC1 (stereo not drawn) | -1.9 | 8.1 | -1.8 | 10.4 | -3.4 | 4.4 | 8.8 | 1.2 | 5.3
CCCc1cc(C(=O)N2CCN(c3ccccc3C)CC2)cs1 | -0.8 | 1.9 | -0.5 | -1.5 | -0.7 | 4.8 | 8.6 | -4.2 | -1.6
O=C1NC[C@@H](Cc2cccc3ccccc23)N(CC2CCCCC2)C1=O | 5.8 | 4.4 | 0.6 | 2.9 | -1.8 | -0.7 | 4.2 | -2.7 | 1.5
Clc1ncnc2scc(C3COc4ccccc4O3)c12 (stereo not drawn) | -3.0 | -2.4 | 0.8 | -2.1 | 4.9 | 4.0 | -0.3 | -13.4 | 3.5
O=C(NC1CC(=O)N(c2ccc(F)cc2)C1)N1CCN(C(=O)c2ccco2)CC1 (stereo not drawn) | -2.1 | -1.6 | 2.0 | -4.2 | 2.9 | -3.4 | -9.2 | 2.4 | -6.0
CCOC(=O)Cc1csc(SCC(=O)c2c(N)n(CC(C)C)c(=O)n(C)c2=O)n1 | -2.4 | 1.2 | -0.1 | 2.3 | -3.2 | -5.5 | 10.9 | 5.5 | 4.2
CC(=O)Oc1ccc(C(=O)Nc2ccccc2C(=O)N2CCCC2)cc1 | -1.0 | -16.8 | 1.2 | 0.2 | 49.1* | 6.7 | -16.8 | -0.8 | -2.5
CC(=O)Nc1ccc(NC(=O)CSc2nnnn2C2CCCCC2)cc1 | -4.0 | 0.1 | 4.8 | -0.6 | 1.6 | -6.7 | 0.1 | 10.6 | 5.5
O=C(NC(=S)Nc1cccc(NC(=O)c2ccc(Cl)cc2Cl)c1)c1cccs1 | -17.7 | -0.5 | -0.6 | 4.5 | -0.3 | -15.7 | -0.5 | -1.9 | 0.5
Cc1cc(C)c(-c2cc(C(F)(F)F)no2)c(=O)[nH]1 | -1.7 | -2.1 | 2.2 | 2.7 | -0.8 | -2.4 | 4.9 | 1.6 | -1.5
O=C(CN1C(=O)c2ccccc2S1(=O)=O)N1CCc2ccccc2C1 | 4.9 | 0.4 | 1.3 | 5.9 | -3.6 | -1.1 | 5.1 | 2.7 | -5.6
Cc1cccc(C(=O)Nc2ccc(Oc3cnccn3)cc2)c1 | -1.3 | 0.4 | 1.0 | 3.4 | -3.1 | 1.2 | -2.3 | 3.7 | 3.2
CC(C)(C)c1ccc(C(=O)NCC(=O)OCC(=O)Nc2nc(-c3ccc(F)cc3)cs2)cc1 | -36.6 | -3.5 | 2.3 | 2.1 | 2.2 | -56.3 | 3.7 | -1.2 | -0.8
Cc1ccc2nc(NC(=O)c3ccc4c(c3)OCO4)sc2c1 | -4.9 | 8.1 | -1.0 | 5.5 | -0.7 | -6.9 | -1.9 | -4.5 | 0.7
CC(=O)c1c(C)[nH]c(C(=O)OCCOc2ccccc2)c1C | -1.4 | 10.7 | -1.1 | 0.0 | 2.3 | -10.3 | 3.9 | 10.2 | -0.9
